Screening data: PubChem BioAssay, Johns Hopkins Ion Channel Center
Kir21 inh – Kir2.1 (mouse) channel inhibition; P35561; HEK293-Kir2.1, FluxOR thallium flux fluorescence; stronger effect = lower value; B-score at 10 µM; 310,000 tested, 0.85% active; AID 1672;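 active = fluorescence ratio B-score at or below minus 3 SD of library scores, with starting-brightness B-score within 2 SD, cut at about -4.2 in these data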;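 also: channel flux triggered by added potassium and thallium sulfate stimulus; B-score of peak minus minimum fluorescence over baseline after thallium stimulus; more negative B-score means stronger Kir2.1 block with less thallium influx; some compounds called inactive have numbers as strong as hits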
Target sequence (P35561 whole entry, looked up): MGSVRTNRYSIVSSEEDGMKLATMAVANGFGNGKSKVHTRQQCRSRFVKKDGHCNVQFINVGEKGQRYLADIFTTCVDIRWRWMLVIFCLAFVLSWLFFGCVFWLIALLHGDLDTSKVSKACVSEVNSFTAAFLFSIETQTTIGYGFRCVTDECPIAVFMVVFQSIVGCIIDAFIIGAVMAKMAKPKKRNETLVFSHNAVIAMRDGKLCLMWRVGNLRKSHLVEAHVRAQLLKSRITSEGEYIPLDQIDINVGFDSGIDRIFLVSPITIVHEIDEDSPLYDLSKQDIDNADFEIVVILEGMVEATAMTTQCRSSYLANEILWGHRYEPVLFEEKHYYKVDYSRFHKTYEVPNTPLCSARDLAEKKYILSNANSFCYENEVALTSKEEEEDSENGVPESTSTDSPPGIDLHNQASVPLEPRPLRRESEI
KCNQ2 inh – KCNQ2 channel blockers in CHO-K1 cells – cell-based, FluxOR thallium flux, B-score, primary screen (AID 2156); O88943; B-score at 10 µM; 20 min; stronger effect = lower value; 310,000 tested, 1.1% active;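 active = fluorescence ratio B-score at most minus 3 library SDs, with starting brightness B-score within 2 library SDs, cut at about -5.5 in these data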
An asterisk follows results filed as active; i = inactive. Outcome played no part in choosing rows. About 1.9% of those tested had a hit in this group.

Order of values: KCNQ2 inh, Kir21 inh
(1) CCCCN1C(=O)C2C(C(=O)Nc3cccc(OC)c3)C3C=CC2(O3)C1C(=O)NC1CCCCC1C (stereo unspecified)
→ i, 0.4
(2) CCN(CC)S(=O)(=O)c1cc(C)c(C)cc1Br
→ i, 0.11
(3) CC1CCN(c2ccc3nnc(CCC(=O)Nc4ccc(F)cc4)n3n2)CC1
→ i, -0.92
(4) Cc1[nH]c2ccccc2c1/C=N/Nc1cccc(C(=O)O)c1
→ i, 0.54
(5) CCOC(=O)c1c(C)nc(-c2ccccc2)nc1NC(=O)C(C)C
→ i, -1
(6) C[C@@H]1CCC2[C@](C)(CO)[C@@H](O)CC[C@]2(C)[C@@]12CCC(CO)(CCO)O2 (stereo partly specified)
→ i, 0.05
(7) O=C(Cc1ccccc1)NNC(=S)Nc1ccc(Cl)cc1
→ i, -1
(8) CCCCC(C(=O)O)C(C)CC(=O)Nc1nccs1 (stereo unspecified)
→ i, 1.7
(9) Cn1nc(-c2ccccc2)c(C(=O)Nc2ccc(Cl)cc2)c1Cl
→ i, -0.35
(10) COC(=O)c1ccc(C(=O)NC(=S)Nc2nc3c(s2)CCCC3)cc1
→ i, -0.02
(11) CCN(CC)C(=O)c1ccc(COc2ccc(Cl)c(C)c2)o1
→ i, -0.8
(12) CCC(=O)N(c1ccc(C(=O)O)cc1)c1nc(-c2ccc(OC)cc2)c(C)s1
→ i, 1
(13) COCCCn1c(-c2ccccc2)nc2ccccc2c1=O
→ i, -0.87
(14) CCOc1ccc(Cc2c(C)[nH]c3ccc(C(=O)O)cc3c2=S)cc1
→ i, 1.8
(15) CCCCOC(=O)c1cc(=O)[nH]c2ccccc12
→ i, 1.1
(16) Cc1ccc(O)c(C(=O)CC(=O)c2ccc(C(C)(C)C)cc2)c1
→ i, 0.24
(17) Cc1ccnc(N(C(=O)c2cccs2)C(=O)c2cccs2)c1
→ i, 2.5
(18) O=C(Nc1ccc(Nc2ccccc2)cc1)N1CCOCC1
→ i, -0.95
(19) Cc1cc(O)c(NC(=O)c2ccc(Br)o2)cc1C
→ i, -0.05
(20) COc1ccc2oc(C(=O)OCC(=O)NC3CCCCC3)c(C)c2c1
→ i, -0.09
(21) O=C(Cc1ccc(Br)cc1)N(Cc1ccccc1)c1ccccn1
→ i, -3.4
(22) CCOC(=O)c1c(NC(=O)CN2CCOCC2)sc2c1CC(C)(C)OC2
→ i, 1.7
(23) CCOC(=O)c1cn(CC)c2cc3c(cc2c1=O)OCO3
→ i, 0.76
(24) CCN(c1cccc(C)c1)S(=O)(=O)c1cnc[nH]1
→ i, -3.4
(25) CC(C)n1cc(/C=C2/NC(=O)NC2=O)c2ccccc21
→ i, 0.45
(26) COc1ccc(CCN(C)CC(=O)Nc2cc(C)nc3ccccc23)cc1OC
→ i, 0.45
(27) CCOC(=O)NN1C(=O)c2ccccc2NC1c1cccc(O)c1 (stereo unspecified)
→ i, -1.4
(28) O=C1CC2c3ccccc3C1C1C(=O)N(CCc3ccccc3)C(=O)C21 (stereo unspecified)
→ i, 1.5
(29) COc1ccc(OC)c2sc(NC(=O)CCS(=O)(=O)c3ccccc3)nc12
→ i, 0.07
(30) Cc1ccc([N+](=O)[O-])cc1NC1CC(O)C(CO)O1 (stereo unspecified)
→ i, -0.16

The last 2 entries of the section before open the next one:
Order of values: KCNQ2 inh, Kir21 inh
(29) COc1ccc(OC)c2sc(NC(=O)CCS(=O)(=O)c3ccccc3)nc12
→ i, 0.07
(30) Cc1ccc([N+](=O)[O-])cc1NC1CC(O)C(CO)O1 (stereo unspecified)
→ i, -0.16
(31) CCCc1cc(=O)oc2cc(C)cc(OCC(=O)NCc3ccccn3)c12
→ i, -2
(32) COc1ccccc1NS(=O)(=O)c1ccc(C)c(C(=O)NCC(c2ccco2)N2CCCCC2)c1 (stereo unspecified)
→ i, 1
(33) COc1c(OC(C)=O)ccc(/C=C/c2ccc3cccc(OC)c3n2)c1[N+](=O)[O-]
→ i, 0.75
(34) O=C(NCc1ccc(Cl)cc1)c1ccncc1
→ i, 0.78
(35) CCCCC1OC23CCCCC2C(C#N)(C#N)C1(C#N)C(=N)O3 (stereo unspecified)
→ i, -0.41
(36) CC(C)OCCCn1c(=N)c(S(=O)(=O)c2ccccc2)cc2c(=O)n3ccccc3nc21
→ i, -0.49
(37) CN1CCN(c2ccccc2NC(=O)c2ccc(N3CCOCC3)c([N+](=O)[O-])c2)CC1
→ i, -1.9
(38) CCN(CC)C(=O)CSc1nc2c(sc(=S)n2-c2ccccc2)c(=O)n1-c1ccc(OC)c(OC)c1
→ i, -0.21
(39) O=C(NCC1CCCO1)c1ccc2c(c1)C(=O)N(C1CCCCC1)C2=O (stereo unspecified)
→ i, 0.1
(40) COc1ccc(S(=O)(=O)Nc2ccc(S(=O)(=O)N3CCCC3)cc2)cc1
→ i, 0.82
(41) O=c1cc(CN2CCOCC2)c2c(ccc3ccccc32)o1
→ i, -0.79
(42) Cn1cccc1C(C#N)c1ccccc1C#N (stereo unspecified)
→ i, 1.7
(43) CC(Sc1nnc2ccccn12)C(N)=O (stereo unspecified)
→ i, -0.69
(44) C=C1C[C@H]2[C@@H]3C=C(C)C4=CC(=O)CC[C@]4(C)[C@H]3CC[C@]2(C)[C@@]1(OC(C)=O)C(C)=O
→ i, -0.36
(45) Clc1ccc(-c2csc(N3CCCCCC3)n2)cc1
→ i, -0.94
(46) Cn1c(/C(C#N)=C/c2ccncc2)nc2ccccc21
→ i, 0.05
(47) O=c1nc(-c2ccccc2)cn[nH]1
→ i, 0.79
(48) Cc1ccc(C(=O)NCCC2=CCCCC2)cc1S(=O)(=O)N1CCCCC1
→ i, 1.3
(49) CC(=O)OCCCNc1cc(Sc2ccc(Cl)cc2)c2nonc2c1[N+](=O)[O-]
→ i, 0.05
(50) O=C(NCc1ccncc1)C1CCN(S(=O)(=O)c2ccc(F)cc2)CC1
→ i, -0.91
(51) O=C(Nc1ccc(F)cc1)c1ccc(CSc2ccc(Cl)cc2)o1
→ i, -2
(52) CC(NC(=O)c1ccco1)C(=O)OCC(=O)c1ccc(Cl)s1 (stereo unspecified)
→ i, 1.6
(53) O=C(Nc1ccc(F)cc1)c1nc(S(=O)(=O)Cc2ccccc2)ncc1Cl
→ i, -1.2
(54) Cc1cc(OCC(=O)NCc2ccncc2)c2c(C)cc(=O)oc2c1
→ i, -1.8
(55) CC(=O)c1csc(COc2ccccc2)n1
→ i, 1.9
(56) Cc1ccc(-c2nc3cc(N)ccc3o2)c(C)c1
→ i, 0.23
(57) COC(=O)COC(=O)CC(CC(N)=O)c1ccccc1 (stereo unspecified)
→ i, -3.3
(58) Cc1ccc(NC(=O)COC(=O)c2ccccc2Cl)cc1S(=O)(=O)N(C)C
→ i, 0.48
(59) Cc1ccc(C(=O)OCC(=O)NC2CCCCC2)s1
→ i, -1
(60) CCN(CC(=O)Nc1ccc2c(c1)OCO2)Cc1nc2ccccc2c(=O)[nH]1
→ i, -3.1
(61) COc1cc([N+](=O)[O-])ccc1NC(=O)CCN1C(=O)C2C3CCC(C3)C2C1=O (stereo unspecified)
→ i, 0.29
(62) O=C(OCc1cc2ccccc2[nH]c1=O)c1ccccn1
→ i, 0.12
(63) Clc1ccccc1OCc1nn2c(-c3ccncc3)nnc2s1
→ i, 1.1
(64) Cc1ccc(NC(=O)c2ccc(Nc3ccccc3F)nc2)cc1
→ i, 1.2
(65) N#Cc1c(-c2cccs2)nc(SCC(=O)c2cccs2)[nH]c1=O
→ i, 0.98
(66) O=C(Nc1ccccc1)Nc1cnccn1
→ i, -2.4
(67) Fc1cccc(Cl)c1CSc1nnc2ccccn12
→ i, 0.15
(68) O=C(NC1CCCCC1)N1CCc2[nH]c3ccccc3c2C1
→ i, -0.23
(69) CC(=O)c1ccc(NC(=O)C(C)OC(=O)CCN=C2NS(=O)(=O)c3ccccc32)cc1 (stereo unspecified)
→ i, 0.21
(70) CCOc1ccc(Oc2nc(NCC(C)C)nc(OC)n2)nn1
→ i, -0.05
(71) COc1ccc(CNC(=O)c2ccc(Cn3cc(Cl)cn3)o2)cc1
→ i, -0.03
(72) O=C1C(C2=NC(C(=O)O)C3C(=O)N(c4ccccc4)C(=O)C23)=C(O)c2ccccc21 (stereo unspecified)
→ i, 1.2
(73) O=C(NCc1ccc2c(c1)OCO2)C1CCN(c2ccc(S(=O)(=O)N3CCCC3)cc2)CC1
→ i, -0.2
(74) Cc1nc2cc(C(=O)N3c4ccccc4CC3C)ccc2s1 (stereo unspecified)
→ i, -0.87
(75) Cc1cccc(NC(=O)c2ccco2)c1C(=O)O
→ i, -1.2
(76) CC1CCN(c2ccc(C(=O)N3CCOCC3)cc2[N+](=O)[O-])CC1
→ i, 0
(77) C/C(CC1CC(COCCC(C)C)OC1=O)=N\NC(N)=S (stereo unspecified)
→ i, 2.4
(78) O=C(Nc1ccc(C(F)(F)F)cc1)C1CC(=O)N(c2ccc3c(c2)OCCO3)C1 (stereo unspecified)
→ i, 0.61
(79) O=c1c(Cl)c(N2CCN(c3ccc(F)cc3)CC2)cnn1-c1nc2ccccc2s1
→ i, -0.08
(80) Cc1cc(C)nc(NC(=O)c2ccc(Cl)c(Cl)c2)n1
→ i, -0.02
(81) COC(=O)CSc1nnc(SCc2ccccc2)s1
→ i, -2
(82) Cc1cccc(Nc2nc(NCCO)nc(N3CCCC3)n2)c1
→ i, 0.27
(83) COc1ccc(C(=O)O/N=C(\C)c2cnccn2)cc1
→ i, 1.6
(84) CC(=O)N(c1ccc2oc(=O)sc2c1)S(=O)(=O)c1ccccc1
→ i, -0.22
(85) COc1ccc(Cc2nnc(NC(=O)Nc3ccc(F)cc3)s2)cc1OC
→ i, -0.2
(86) O=C(NCCCc1ccccc1)c1cccc([N+](=O)[O-])c1
→ i, -0.06
(87) Cc1cc(-c2nnc(CCC(=O)N3CCN(Cc4cccnc4)CC3)o2)c(C)o1
→ i, -1.1
(88) CC(=O)OCC(=O)C1(O)CCC2C3CCC4=CC(=O)C=CC4(C)C3C(O)CC21C (stereo unspecified)
→ i, -0.14
(89) Cc1ccc(C(=O)NCC2CCCO2)cc1N1CCCC1=O (stereo unspecified)
→ i, 1.4
(90) COc1ccc(Cl)cc1C(=O)NC(C)C
→ i, 0.05

Record cards (already shown).
Listed for COc1ccc(Cc2nnc(NC(=O)Nc3ccc(F)cc3)s2)cc1OC : KCNQ2 inh = i; Kir21 inh = -0.2
Listed for N#Cc1c(-c2cccs2)nc(SCC(=O)c2cccs2)[nH]c1=O : KCNQ2 inh = i; Kir21 inh = 0.98
Listed for CC(=O)c1ccc(NC(=O)C(C)OC(=O)CCN=C2NS(=O)(=O)c3ccccc32)cc1 (stereo unspecified) : KCNQ2 inh = i; Kir21 inh = 0.21

More results.
Order of values: KCNQ2 inh, Kir21 inh
(91) COc1cccc(/C=C2/SC(=S)N(CCC(=O)N3CCOCC3)C2=O)c1
→ i, 0.72
(92) C/C(=N\NC(=O)c1c(Cl)c(C)nn1C)c1cccc(NC(=O)C2CCCC2)c1
→ i, -0.81
(93) Nc1ccc2c(c1)ncn2CCCn1cnc2cc(N)ccc21
→ i, -4.8
(94) CC1(c2ccccc2Cl)NC(=O)N(CC(=O)Nc2cccnc2Cl)C1=O (stereo unspecified)
→ i, 0.22
(95) Cc1ccc(CNCC(O)(c2ccccc2)c2ccc(Cl)cc2)cc1 (stereo unspecified)
→ -6.4*, -2.8
(96) CN1CCN(S(=O)(=O)c2cccc(C(=O)Nc3cc(C(F)(F)F)ccc3N3CCCC3)c2)CC1
→ i, 0.03
(97) O=C(CSc1nnc(NC(=O)c2c(F)cccc2F)s1)NCc1ccco1
→ i, 1.4
(98) CCCCOc1cccc(C2C(C(=O)c3ccc(C)o3)=C(O)C(=O)N2Cc2ccco2)c1 (stereo unspecified)
→ i, -0.64
(99) CCc1ccc(-c2nc(CS(=O)CC(=O)NCc3ccco3)c(C)o2)cc1 (stereo unspecified)
→ i, 0.42
(100) CCOCCn1c(=NC(=O)/C=C/c2ccccc2Cl)sc2cc(NC(C)=O)ccc21
→ i, -1.2
(101) COc1ccc(Br)cc1CNC(=O)C1CCN(c2nnc(N3CCCC3=O)s2)CC1
→ i, 0.44
(102) Cc1ccc(OCC(=O)Nc2cccc(S(=O)(=O)N3CCOCC3)c2)c([N+](=O)[O-])n1
→ i, 0.38
(103) Cc1ccc(C)c(-n2c(N)c(C(N)=O)sc2=S)c1
→ i, -2.4
(104) Cc1cc(C)cc(N2C(=O)C3CCCN3C2=S)c1 (stereo unspecified)
→ i, -1.4
(105) O=C(Cc1ccc(S(=O)(=O)N2CCOCC2)s1)N1CCN(S(=O)(=O)c2cccc(Cl)c2)CC1
→ i, 0.02
(106) O=C(Nc1ncc(C(F)(F)F)cc1Cl)C1COc2ccccc2O1 (stereo unspecified)
→ i, -0.74
(107) O=c1c(-c2ccccc2Cl)coc2c(CN3CCCCC3)c(O)ccc12
→ i, 0.18
(108) COc1ccc(S(=O)(=O)NCc2cc(-c3ccccc3Cl)no2)cc1
→ i, -0.04
(109) CCN(CCn1cccn1)C(=O)CC1C(=O)NCCN1Cc1ccc(F)c(F)c1 (stereo unspecified)
→ i, 0.95
(110) COc1cccc(CNC(=O)Cc2ccc(S(=O)(=O)N3CCOCC3)s2)c1
→ i, 0.81
(111) CCc1ccc(N2CC(C(=O)N/N=C/c3ccccc3)CC2=O)cc1 (stereo unspecified)
→ i, 1.7
(112) COc1ccc(OC)c(Nc2ccc(Nc3cc(OC)ccc3OC)nn2)c1
→ i, 0.36
(113) Cc1cc(-c2nnc(CCC(=O)N(CC3CCC3)CC3CCCO3)o2)no1 (stereo unspecified)
→ i, 1.2
(114) COc1ccc(/C(O)=C2/C(=O)C(=O)N(c3ccccn3)C2c2ccc(OC)c(OC)c2)cc1 (stereo unspecified)
→ i, -0.02
(115) COC(=O)C1=C(C(=O)OC)[C@@H]2N(C)c3ccccc3[C@@]23C[C@@H](C(=O)OC)N(C(=O)COCc2ccccc2)C3=N1
→ i, 0.66
